Growth percent in the NCI-60 one-dose screen (48 h, 10 µM unless noted): 100 = growth as untreated, 0 = no growth, -100 = all killed.
ACHN – ACHN renal cancer; actives 4.9% (n = 81,000)
TK-10 – TK-10 renal cancer cells; actives 3.9% (n = 81,000); AID 1794769
SN12C – SN12C renal cancer cells | AID 1794767 | actives 3.8% (n = 81,000)
UO-31 – UO-31 renal cancer; actives 5.2% (n = 81,000)
RXF 393 – RXF 393 renal cancer cells; actives 6.9% (n = 77,000); AID 1794773
CAKI-1 – CAKI-1 renal cancer; actives 4.7% (n = 75,000); AID 1794772
A498 – A498 renal cancer cells; actives 5.4% (n = 76,000)
U251 – U251 CNS tumor cells; actives 5.4% (n = 80,000)
786-0 – 786-0 renal cancer cells | actives 5.1% (n = 81,000) | AID 1794775
Active calls of the source: *; · = not tested or not shown; & = joins results of further samples; [ ] = remark or other dose. How the source made its calls: active means growth percent below 10; inactive means the rest.

No. | Structure | ACHN | TK-10 | SN12C | UO-31 | RXF 393
1 | CN(C)CCCNc1nn2c(=O)c3ccccc3nc2c2ccccc12 | 30 | 75 | 58 | · | ·
2 | Cc1ccc(C(c2ccccc2C)C(Cl)(Cl)Cl)cc1 (stereo not drawn) | 109 | 115 | 103 | 97 | 106
3 | ClC(Cl)(Cl)c1ccc(C(Cl)(Cl)Cl)cc1 | · | 97 | 93 | 91 | 102
4 | CC(C)CCC[C@@H](C)[C@H]1CC[C@H]2[C@@H]3CC=C4c5sc(NCc6ccccc6)nc5CC[C@]4(C)[C@H]3CC[C@]12C | 104 | 105 | 100 | 73 | 113
5 | CCOP(=O)(OCC)c1nc(-c2ccc([N+](=O)[O-])cc2)oc1N(C)CCO | 101 | 107 | 95 | 75 | 88
6 | O=S(=O)(C/C=C/CS(=O)(=O)c1ccccc1)c1ccccc1 | 105 | 113 | 108 | 86 | 108
7 | Cc1cn(-c2cc(NC(=O)c3cncc(C#Cc4cnc5ccc(O[C@H]6CCOC6)nn45)c3)cc(C(F)(F)F)c2)cn1 | 88 | 133 | 72 | 56 | 60
8 | Nc1nc(-c2cccc([N+](=O)[O-])c2)c(N=Nc2ccccc2Cl)s1 | 63 | 86 | 74 | 64 | -14*
9 | Nc1ncnc2c1ncn2CCOc1nc(Oc2ccccc2C(=O)O)cc(-c2ccco2)n1 | 104 | 106 | 98 | 91 | 122
10 | Cc1ccc(S(=O)(=O)Nc2ccc(Br)cc2C(N)=O)cc1 | 104 | 122 | 101 | 83 | 100
11 | COc1ncc(-c2ccc3nccc(C#CCCCCC(=O)O)c3c2)cc1NS(=O)(=O)c1ccc(F)cc1F | 32 | 4.0* | 41 | 12 | -20*
12 | CCCCCCN(CCCCCC)CC(=O)NCCCN1CCN(CCCNC(=O)CN(CCCCCC)CCCCCC)CC1 | 95 | 118 | 96 | 70 | 100

No. | CAKI-1 | A498 | U251 | 786-0
1 | 21 | 92 | 57 | 59
2 | 96 | 106 | 96 | 106
3 | · | 80 | 94 | 94
4 | 94 | 129 | 102 | 108
5 | 93 | 89 | 111 | 105
6 | 95 | 91 | 102 | 104
7 | 88 | · | 105 | 105
8 | 29 | · | 44 | 53
9 | 95 | 91 | 103 | 109
10 | 92 | 95 | 106 | 102
11 | 14 | -34* | 32 | 3.8*
12 | 95 | 73 | 98 | 101

(cont.)
No. | Structure | ACHN | TK-10 | SN12C | UO-31 | RXF 393
13 | COc1ccc(CCNc2ncnc3c2ncn3[C@H]2CC3C(CO)C2C[C@@H]3Cl)cc1 (stereo partly drawn) | 98 | · | 102 | 81 | 104
14 | O=C(N/N=C/c1cccc(C(F)(F)F)c1)c1cc(-c2nc3ccccc3[nH]2)nc2ccccc12 | 90 | 91 | 92 | 74 | 101
15 | S=C(Nc1ccccc1)Nc1ccc2ccccc2c1 | 100 | 101 | 95 | 75 | 125
16 | O=C(CCCCC(=O)OC1CS(=O)(=O)CC1Cl)OC1CS(=O)(=O)CC1Cl (stereo not drawn) | 109 | 108 | 110 | 113 | 106
17 | COc1cc(-c2nc(SC(C)C)nc(Nc3ccc(Cl)cc3)c2C#N)cc(OC)c1OC | 68 | · | 91 | 91 | 89
18 | CCC(C)CCC=C(C)C (stereo not drawn) | 110 | 111 | 110 | 93 | 112
19 | CCn1cc(-c2nc(N)[nH]c(=O)c2C(C)=O)c(-c2ccc(Br)cc2)n1 | 91 | 97 | 100 | 86 | 105
20 | O=C1NC(=S)S/C1=C\c1cccs1 | 99 | 101 | 99 | 58 | 122
21 | N[C@@H]1CONC1=O | 110 | · | 101 | 100 | 108
22 | COc1ccc2oc(=O)cc(-c3nnc(N)o3)c2c1 | 81 | 100 | 97 | 69 | 99
23 | Nc1ccc2c(c1)CCc1ccccc1-2 | 96 | 107 | 100 | 69 | 88
24 | Cc1cc(=O)cc(C)n1-c1ccccc1 | 102 | 96 | 89 | 90 | 104

No. | CAKI-1 | A498 | U251 | 786-0
13 | · | 100 | 105 | 101
14 | 73 | 65 | 95 | 92
15 | 92 | 89 | 99 | 102
16 | 115 | 102 | 111 | 103
17 | 55 | 82 | 100 | 87
18 | 100 | 79 | 100 | 96
19 | 85 | 114 | 97 | 100
20 | 95 | 90 | 106 | 102
21 | 105 | 108 | 105 | 102
22 | 73 | 103 | 98 | 85
23 | 85 | · | 89 | 96
24 | 95 | 103 | 101 | 90

Remaining list, next part.
No. | Structure | ACHN | TK-10 | SN12C | UO-31 | RXF 393
25 | O=[N+]([O-])c1cccc(-c2nnc(CSc3nnc(-c4ccccc4O)o3)o2)c1 | 109 | 117 | 109 | 85 | 109
26 | Oc1cccc(O)c1 | 105&94 | 92&108 | 105&100 | 97&109 | 102&110
27 | COc1ccc(C2=NN(c3ccc(S(N)(=O)=O)cc3)C(=O)CC2)cc1OC | 91 | 117 | 101 | 76 | 107
28 | C/C(=C\N1CCCCC1)C1CCC2C3CCC4=CC(=O)CCC4(C)C3CCC12C (stereo not drawn) | 106 | 95 | 84 | 84 | ·
29 | CC1(C)C(=O)/C(=C\c2ccncc2)C[C@]2(C)[C@H]3CC[C@@H]4[C@@H](C(=O)/C=C\c5ccncc5)CC[C@@]4(C)[C@]3(C)CC[C@@H]12 | 99 | 110 | 96 | 88 | 95
30 | O=C1Nc2cc(-c3ccc(NC(=O)c4cccs4)cc3)ccc2/C1=C/c1ccc[nH]1 | 82 | 112 | 65 | 82 | 74
31 | Nc1nc2c(ncn2[C@@H]2O[C@H](CSSC[C@H]3O[C@@H](n4cnc5c(=O)[nH]c(N)nc54)[C@H](O)[C@@H]3O)[C@@H](O)[C@H]2O)c(=O)[nH]1 | 100 | 99 | 98 | 89 | 107
32 | O=c1cc(Br)c(O)c(Br)cc1Br | 102 | 100 | 96 | · | 129
33 | CCN(CC)CCC(CNc1c(C)cnc2cc(Cl)ccc12)c1ccc(Cl)c(Cl)c1 (stereo not drawn) | 55 | 94 | 59 | 44 | ·
34 | Cc1cccc(C(=O)C(O)(c2ccccc2)C2CCCCC2=O)c1 (stereo not drawn) | 96 | 105 | 105 | 78 | 103
35 | CCOC(=O)c1c(-c2ccc(O)cc2)c(C#N)c2c(C#N)c(N)nn2c1N | 88 | 83 | 82 | 70 | 76
36 | CC(C)(C)OC(=O)n1cc(-c2nc(-c3c[nH]c4ncccc34)cs2)c2cc(Cl)ccc21 | 94 | 144 | 82 | · | 109

No. | CAKI-1 | A498 | U251 | 786-0
25 | 95 | 112 | 103 | 102
26 | 96&99 | 97&113 | 97&99 | 100&95
27 | 84 | · | 101 | 113
28 | 93 | 81 | 82 | 100
29 | 81 | 86 | · | 103
30 | 90 | 151 | 66 | 98
31 | 96 | 89 | 104 | 105
32 | 81 | 94 | 105 | 105
33 | 62 | 25 | 46 | 60
34 | 77 | · | 79 | 113
35 | · | 35 | 63 | 93
36 | 97 | 110 | 101 | 106

Ten compounds out of the list, sorted by formula weight, ascending:
No. | Structure | ACHN | TK-10 | SN12C | UO-31 | RXF 393
24 | Cc1cc(=O)cc(C)n1-c1ccccc1 | 102 | 96 | 89 | 90 | 104
34 | Cc1cccc(C(=O)C(O)(c2ccccc2)C2CCCCC2=O)c1 (stereo not drawn) | 96 | 105 | 105 | 78 | 103
32 | O=c1cc(Br)c(O)c(Br)cc1Br | 102 | 100 | 96 | · | 129
35 | CCOC(=O)c1c(-c2ccc(O)cc2)c(C#N)c2c(C#N)c(N)nn2c1N | 88 | 83 | 82 | 70 | 76
27 | COc1ccc(C2=NN(c3ccc(S(N)(=O)=O)cc3)C(=O)CC2)cc1OC | 91 | 117 | 101 | 76 | 107
30 | O=C1Nc2cc(-c3ccc(NC(=O)c4cccs4)cc3)ccc2/C1=C/c1ccc[nH]1 | 82 | 112 | 65 | 82 | 74
36 | CC(C)(C)OC(=O)n1cc(-c2nc(-c3c[nH]c4ncccc34)cs2)c2cc(Cl)ccc21 | 94 | 144 | 82 | · | 109
33 | CCN(CC)CCC(CNc1c(C)cnc2cc(Cl)ccc12)c1ccc(Cl)c(Cl)c1 (stereo not drawn) | 55 | 94 | 59 | 44 | ·
29 | CC1(C)C(=O)/C(=C\c2ccncc2)C[C@]2(C)[C@H]3CC[C@@H]4[C@@H](C(=O)/C=C\c5ccncc5)CC[C@@]4(C)[C@]3(C)CC[C@@H]12 | 99 | 110 | 96 | 88 | 95
31 | Nc1nc2c(ncn2[C@@H]2O[C@H](CSSC[C@H]3O[C@@H](n4cnc5c(=O)[nH]c(N)nc54)[C@H](O)[C@@H]3O)[C@@H](O)[C@H]2O)c(=O)[nH]1 | 100 | 99 | 98 | 89 | 107

No. | CAKI-1 | A498 | U251 | 786-0
24 | 95 | 103 | 101 | 90
34 | 77 | · | 79 | 113
32 | 81 | 94 | 105 | 105
35 | · | 35 | 63 | 93
27 | 84 | · | 101 | 113
30 | 90 | 151 | 66 | 98
36 | 97 | 110 | 101 | 106
33 | 62 | 25 | 46 | 60
29 | 81 | 86 | · | 103
31 | 96 | 89 | 104 | 105

(list continues)
No. | Structure | ACHN | TK-10 | SN12C | UO-31 | RXF 393
37 | CC1(c2ccc[n+](Cc3ccccc3)c2)OCCO1 | 108 | 87 | 101 | 97 | 112
38 | Cc1c(/C=C(\C#N)c2ccc([N+](=O)[O-])cc2)c(=O)n(-c2ccccc2)n1C | 101&96 | 103&113 | 101&107 | 68&71 | 89&109
39 | COc1ccc(-c2nc3ccc(-c4nc5ccc(N6CCN(c7ccc(F)cc7)CC6)cc5[nH]4)cc3[nH]2)cc1OC | 62 | 133 | 81 | 89 | 69
40 | COc1cc(CNC(=O)CCCC/C=C/C(C)C)ccc1OCc1cn(-c2ccc(Cl)cc2)nn1 | 89 | 99 | 80 | 77 | 98
41 | COc1cc(/C=C/C(=O)c2ccc(F)cc2)ccc1OCCCCOc1ccc(/C=C/C(=O)c2c(C)nc3ccccc3c2C)cc1OC | 96 | 114 | 115 | 87 | -11*
42 | CN1CCN(C(=O)/C=C/c2ccc([N+](=O)[O-])o2)CC1 | 64 | 159 | 91 | 79 | -15*
43 | COc1cccc2c1C(=O)c1c(O)c3c(c(O)c1C2=O)C[C@](O)(C(=O)CO)C[C@H]3O[C@@H]1C[C@@H](NC(=O)CCCCCN(C)C2(c3ccc(F)cc3)CC3CCC2C3)[C@H](O)[C@@H](C)O1 (stereo partly drawn) | -77* | 69 | · | 63 | 32
44 | CCOC(=O)CCC(NC(=O)c1ccc(N(C)CCC(C)=O)cc1)C(=O)OCC (stereo not drawn) | 104 | 108 | 101 | 93 | 94
45 | Cc1c(F)cccc1NC(=O)c1sc2nc3c(cc2c1N)CCCC3 | · | 100 | 95 | 98 | 94
46 | O=C(Cc1ccc2c(c1)OCCO2)Nc1nc2ccc(F)cc2s1 | 98 | 117 | 71 | 63 | 43
47 | O=C(NCCNc1cc(-c2cn(-c3ccccc3)nc2-c2cccc(O)c2)ccn1)c1ccc(F)cc1 | 71 | 101 | 62 | 43 | 69
48 | C[N+](C)(C)CC(=O)N/N=C1/c2ccccc2NC1O (stereo not drawn) | 100 | 109 | 103 | 63 | 120

No. | CAKI-1 | A498 | U251 | 786-0
37 | 102 | 113 | 101 | 101
38 | 94&91 | 99 | 89&95 | 99&105
39 | 85 | 98 | · | 80
40 | · | 60 | 87 | 93
41 | 81 | 113 | 83 | 87
42 | · | 76 | 90 | 110
43 | 53 | 55 | -100* | -93*
44 | 109 | 102 | 105 | 108
45 | · | 74 | 99 | 102
46 | 111 | 104 | 103 | 104
47 | 76 | 55 | 51 | 37
48 | 83 | 90 | 111 | 108

Carrying on.
No. | Structure | ACHN | TK-10 | SN12C | UO-31 | RXF 393
49 | COc1cc2oc(-c3ccc(NC(=O)c4ccc([N+](=O)[O-])cc4)cc3)cc(=O)c2c(OC)c1OC | 102 | 106 | 102 | 91 | 123
50 | N#Cc1c(-c2ccc(Cl)cc2)nc2n[nH]c(-c3ccc(Cl)cc3)c2c1-c1cccs1 | 63 | 97 | 46 | 35 | 58
51 | COc1ccc(C(C#N)N2CCCC2)cc1 (stereo not drawn) | 97 | 96 | 104 | 91 | 102
52 | Nc1nc(N)c(N)c(Nc2ccc(CCO)cc2)n1 | 106 | 102 | 100 | · | 109
53 | Cc1cccc(C)c1Nc1nc(Nc2cnc3ccccc3c2)c2[nH]cnc2n1 | 79 | 118 | 90 | 70 | 87
54 | O=[N+]([O-])c1ccc(OCCCOc2ccc(S(=O)(=O)Cl)cc2)c(Cl)c1 | 101 | 108 | 98 | 69 | 98
55 | O=C(Nc1ccccc1F)Nc1cccc2ccc(O)cc12 | 87 | 157 | 97 | 72 | 106
56 | C=C(c1ccc(N(C)C)cc1)c1ccc(N(C)C)cc1 | 36 | 58 | 1.8* | 29 | -11*
57 | CN(Cc1cnc2nc(N)nc(N)c2n1)c1ccc(C(=O)N[C@@H](CCC(=O)O)C(=O)O)cc1 | 29 | 68 | 27 | 32 | 13
58 | CCCCCCC(CCCC)COC(=O)c1ccc(Cl)cc1 (stereo not drawn) | 110 | 110 | 105 | 98 | 105
59 | c1ccc(COC(c2ccccc2)(c2ccccc2)c2ccccc2)cc1 | 91 | 113 | 93 | · | 103

No. | CAKI-1 | A498 | U251 | 786-0
49 | 98 | 106 | 107 | 106
50 | 39 | 105 | 59 | 67
51 | 102 | 118 | 100 | 105
52 | 100 | 93 | 97 | 109
53 | 87 | 66 | 88 | 79
54 | 91 | 102 | 102 | 102
55 | 90 | 118 | 96 | 97
56 | 22 | 79 | 3.6* | 35
57 | 16 | -12*[2.5 µM] | 38 | 12
58 | 100 | 94 | 113 | 103
59 | 78 | 102 | 99 | ·

Compound activity from PubChem.
